COUP-TFII inh – inhibitors of human COUP-TFII (NR2F2); P24468; actives 0.7% (n = 370,000); HEK293T NGFI-A luciferase reporter, luminescence; inhibition, % at 8.6 µM;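 active means inhibition above a per-plate cutoff, mean inhibition of test wells between control levels plus 3 SD, cut at about 38% in these data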;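 further: cells cotransfected with COUP-TFII expression vector driving the NGFI-A reporter; 0% = median of COUP-TF2 test wells and 100% = reporter-only cells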
Vif imaging – inhibitors of HIV Vif; HEK293T cells, Vif self-association by quenched fluorescence, imaging, 24 h; actives 0.35% (n = 340,000); inhibition, % at 7.49 µM; in the data active means inhibition above about 50%, passing the limit was not always enough; further: some results filed as inactive read as strong as hits
TLR9-MyD88 inh – inhibitors of human TLR9-MyD88 binding. inhibition, % at 4.98 µM. CHO BLA complementation TLR9-MyD88, CCF4 FRET ratio. actives 0.21% (n = 340,000). Q9NR96+Q99836;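 active means inhibition above the mean over all tested compounds plus 3 SD, cut at about 21% in these data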;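 further: 0% = DMSO only wells and 100% = clavulanate BLA inhibitor control wells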
EBV LMP1 NFkB – inhibitors of Epstein-Barr LMP1-induced NF-kappaB reporter. LMP1-induced NF-kappaB luciferase reporter cells, luminescence. inhibition, % at 12.5 µM. AID 504558. actives 0.69% (n = 350,000); in the data active means inhibition above about 41%;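 further: 0% = neutral control wells and 100% = reference inhibitor control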
SRC3 inh – inhibitors of human steroid receptor coactivator 3 (SRC3); Q9Y6Q9; HEK293 GAL4-SRC3 luciferase reporter, luminescence; inhibition, % at 3.6 µM; actives 0.17% (n = 360,000); AID 588352;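 active means inhibition above a per-campaign cutoff, the mean of all compounds plus 3 SD, cut at about 60% in these data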;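 further: 0% = DMSO-treated cells and 100% = gossypol-treated cells at 36 µM; higher means less SRC3-driven luciferase light from the GAL4 reporter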
TROY NFkB inh – blocks TROY-dependent signaling in reporter cells; Q293 LMP1-TROYcd NF-kB luciferase reporter, 4 h; inhibition, % at 10 µM; actives 0.98% (n = 360,000); AID 1347056;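 active means compounds whose plate-normalised and pattern-corrected inhibition of the luciferase reporter signal at the single screening dose is 50% or more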
NCOA1 inh – inhibits human SRC1 coactivator; Q15788; HEK293 GAL4-SRC1 luciferase reporter, luminescence; inhibition, % at 3.6 µM; actives 0.12% (n = 360,000); AID 588354;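 active means inhibition above the campaign mean plus 3 SD, with each screening campaign given its own cutoff, cut at about 60% in these data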;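 further: 0% = DMSO treated cells and 100% = gossypol at 36 µM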
Target sequence (Q15788 whole entry, looked up, the tested form may be a part): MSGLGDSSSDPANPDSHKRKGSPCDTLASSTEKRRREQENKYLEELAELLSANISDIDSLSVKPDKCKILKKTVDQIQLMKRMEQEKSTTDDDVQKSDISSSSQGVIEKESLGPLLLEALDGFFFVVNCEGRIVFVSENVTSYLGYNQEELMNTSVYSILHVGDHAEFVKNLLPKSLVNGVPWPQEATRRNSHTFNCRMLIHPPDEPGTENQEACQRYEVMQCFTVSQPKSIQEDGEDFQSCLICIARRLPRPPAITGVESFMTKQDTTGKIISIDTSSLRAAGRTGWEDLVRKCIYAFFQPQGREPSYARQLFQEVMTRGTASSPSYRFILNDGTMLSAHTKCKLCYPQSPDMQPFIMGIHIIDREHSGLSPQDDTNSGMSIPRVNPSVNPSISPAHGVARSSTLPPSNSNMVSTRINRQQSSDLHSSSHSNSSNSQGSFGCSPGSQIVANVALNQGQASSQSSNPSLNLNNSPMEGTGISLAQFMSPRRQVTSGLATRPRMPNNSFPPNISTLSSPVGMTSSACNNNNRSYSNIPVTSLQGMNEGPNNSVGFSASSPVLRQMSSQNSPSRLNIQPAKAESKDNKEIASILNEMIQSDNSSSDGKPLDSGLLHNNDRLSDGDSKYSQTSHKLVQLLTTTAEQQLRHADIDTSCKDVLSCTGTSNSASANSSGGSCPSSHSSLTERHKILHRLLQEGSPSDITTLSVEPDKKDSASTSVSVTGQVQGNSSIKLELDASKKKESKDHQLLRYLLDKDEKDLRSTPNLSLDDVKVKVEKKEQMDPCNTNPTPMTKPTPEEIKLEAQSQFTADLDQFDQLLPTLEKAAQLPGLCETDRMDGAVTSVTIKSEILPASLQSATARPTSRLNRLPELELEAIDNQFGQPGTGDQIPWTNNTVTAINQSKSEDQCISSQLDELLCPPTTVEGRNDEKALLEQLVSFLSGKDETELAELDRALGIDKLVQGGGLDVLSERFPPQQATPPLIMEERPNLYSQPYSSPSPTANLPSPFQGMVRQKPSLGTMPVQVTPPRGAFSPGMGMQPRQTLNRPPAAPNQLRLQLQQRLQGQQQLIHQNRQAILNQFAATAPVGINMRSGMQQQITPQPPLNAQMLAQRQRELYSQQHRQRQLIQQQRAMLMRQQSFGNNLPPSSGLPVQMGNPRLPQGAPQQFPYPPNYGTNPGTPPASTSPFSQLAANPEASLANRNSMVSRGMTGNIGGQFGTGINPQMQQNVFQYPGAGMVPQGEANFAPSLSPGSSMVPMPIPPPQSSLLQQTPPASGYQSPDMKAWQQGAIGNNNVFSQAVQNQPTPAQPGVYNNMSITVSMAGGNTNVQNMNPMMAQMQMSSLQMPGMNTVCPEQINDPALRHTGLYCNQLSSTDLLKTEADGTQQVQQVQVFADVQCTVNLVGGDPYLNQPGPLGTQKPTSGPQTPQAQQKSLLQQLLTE
LRH-1 inv ag – suppresses constitutive activity of human LRH-1; O00482; HEK293T StAR-luciferase reporter, LRH-1 transfected, 24 h; inhibition, % at 3.6 µM; actives 0.13% (n = 360,000); AID 602396;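 active means inhibition above the mean inhibition of all tested compounds plus 3 SD, cut at about 73% in these data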;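 further: 0% = DMSO wells and 100% = reporter-only cells lacking LRH-1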
NOD2 RIPK2 PPI – blocks binding of human NOD2 to RIPK2; inhibition, % at 4.98 µM; AID 624267; actives 0.38% (n = 360,000); CHO BLA complementation NOD2-RIPK2, CCF4 ratio; in the data active means inhibition above about 21%;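 further: 0% = vehicle only and 100% = reference blocker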
C8 TRAIL sens – caspase-8 TRAIL sensitization; NB7+C8 cells + TRAIL, ATPlite viability luminescence; inhibition (viability loss, TRAIL sensitization), % at 10 µM; actives 1% (n = 360,000);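 active means compounds causing at least 50% loss of cell viability in the single-dose screen, relative to plate controls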
NCOA2 inhibitor – inhibits human steroid receptor coactivator 2 | inhibition, % at 9 µM | Q15596 | HEK293 GAL4-SRC2 luciferase reporter, luminescence | actives 0.17% (n = 370,000);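 active means inhibition above the mean inhibition of all tested compounds plus 3 SD, set per campaign, cut at about 52% in these data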;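 further: 0% = DMSO treated cells and 100% = cells given Gossypol at 36 µM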
The depositor's hits bear a star; / = no result given.

molecule,COUP-TFII inh,Vif imaging,TLR9-MyD88 inh,EBV LMP1 NFkB,SRC3 inh,TROY NFkB inh,NCOA1 inh,LRH-1 inv ag,NOD2 RIPK2 PPI,C8 TRAIL sens,NCOA2 inhibitor
Cc1cc(NC(=O)c2cccc(S(=O)(=O)N3CCOCC3)c2)c2ccccc2n1,7,17,-5,9,8,16,0,6,-4,-2,10
Cc1cccc(NS(=O)(=O)c2ccc3c(c2)OCCO3)c1,26,-1,-5,1,16,-6,8,23,-3,12,1
C=CCNC(=O)c1ccc(NC(=O)CC2SC(N3CCCC3)=NC2=O)cc1 (centres undefined),-8,4,-11,-4,10,-25,1,18,-5,3,3
CC(NC(=S)NC1CCC(C(C)(C)C)CC1)c1ccccc1 (centres undefined),7,-4,-18,7,12,44,-3,10,-4,18,7
CCN(CC)S(=O)(=O)c1ccc(NC(=O)CCNC(=O)c2ccccc2)cc1,10,-9,-4,/,-5,6,-3,7,-7,-11,17
O=C(COC(=O)CNC(=O)c1ccco1)Nc1ccc(F)cc1,-6,-1,2,-6,9,-11,12,-4,-8,4,6
CCCOc1ccc(Oc2nc(-c3ccncc3)nc3ccccc23)cc1,-2,-2,4,-2,16,-11,-12,4,-13,3,1
CSc1ccc(OC2(C)CCN(Cc3cc4ccccc4o3)C2)cc1 (centres undefined),12,2,/,/,-9,13,-4,8,-5,3,-11
CCCC(=O)N1CCCC1(C)C(=O)Nc1cccc(OC(C)C)c1 (centres undefined),-13,11,/,/,4,4,7,-7,-11,2,-15
CCC1CCCCN1C(=S)NC(=O)c1cc(S(=O)(=O)N2CCOCC2)ccc1C (centres undefined),4,-2,4,-8,8,-3,6,-10,5,-22,-5
CCc1nc2ccc(C(=O)NC3CCN(Cc4ccccc4)CC3)cn2c1N(C)CCN1CCOCC1,4,-2,/,/,14,5,-15,17,1,12,-14
NC(=NCCc1ccccc1)NS(=O)(=O)c1cccs1,6,4,0,-4,17,8,10,8,5,-1,-31
O=C(CCCc1c[nH]c2ccccc12)N1CCN(S(=O)(=O)c2cccs2)CC1,16,-4,0,4,11,5,2,15,-6,16,8
CC1=NN(c2ccccc2)C(=O)C1N=Nc1ccccc1 (centres undefined),-15,3,10,-21,-55,-32,-72,-45,-2,9,-29
O=C(NC1(C(F)(F)F)C(=O)Nc2c1c(=O)[nH]c(=O)n2Cc1ccco1)C1CC1 (centres undefined),1,-11,-8,-6,-10,8,-6,-4,-18,0,-4
C=CCC(NCc1ccccc1)c1ccc(OC)cc1 (centres undefined),7,-5,-11,1,9,9,-15,2,-5,-1,5
CCCCc1ccc(NC(=O)c2cnccn2)cc1,-31,-4,-8,24,-93,1,-168,-146,-6,55*,-23
CC/C(O)=C(/C#N)c1nnc2n1CCCCC2,10,1,-1,-1,5,-8,3,-10,11,-5,7
CCN1CCN(c2nc(Nc3cccc(C)c3)nc(N)c2[N+](=O)[O-])CC1,1,2,-5,-20,3,-1,8,-18,1,-3,-23
CCOc1ccc(NS(=O)(=O)c2ccc(C(=O)NCc3ccncc3)cc2)cc1,-7,-8,-1,2,-4,-2,-6,1,-6,-16,-33
CCOC(=O)N1CCN(C(=S)NC(=O)c2ccnn2C)CC1,14,-3,1,3,12,-5,-5,-6,-6,-3,26
COc1ccc(CN2CCN(C3CCC3)CC2CCO)c(C)c1C (centres undefined),-13,-2,7,-2,-3,2,-6,5,-8,12,0
CCc1ccc(NC(=O)CSc2n[nH]c(=O)n2C2CC2)cc1,16,5,-3,2,-5,-10,-10,-3,-10,0,-27
CC1=CC(C)(C)N(S(=O)(=O)c2ccc(F)cc2)c2ccccc21,15,-15,0,10,12,-9,17,11,4,1,7
COC(=O)c1ccccc1NC(=O)CN(C)Cc1ccccc1,1,5,3,-23,0,3,1,2,-10,-3,-14
CCCCCn1c(NC2CCCCC2)nc2c1c(=O)[nH]c(=O)n2C,-26,/,2,-5,7,4,-7,12,-11,-30,-20
Cc1cc(Br)cc2c1NC(=O)C2(c1c(C)n(C)n(-c2ccccc2)c1=O)c1c(C)n(C)n(-c2ccccc2)c1=O,15,19,2,-3,-2,3,-9,10,6,-10,-13
Cn1c(=O)n(C)c2cc(CNC(=O)[C@H]3O[C@@H](n4ccc(=O)[nH]c4=O)[C@H](O)[C@@H]3O)ccc21,-20,/,/,/,21,3,12,0,-16,7,-4
Cc1cc(C)cc(Oc2ccc(-c3nnc(-c4ccccc4)o3)cc2[N+](=O)[O-])c1,6,-1,-4,5,4,87*,-59,2,4,-9,6
COCCn1nnnc1C(C(C)C)N1CCC(Cc2ccccc2)CC1 (centres undefined),13,-2,-4,8,7,-12,4,4,-10,7,0
C(=C\c1nnc2c3ccccc3ncn12)/c1ccccc1,-53,1,-4,-41,-70,-69,-100,-65,-2,12,-38
CCc1cccc(NC(=O)C(NC(=O)C2CCCCC2)C(C)C)c1 (centres undefined),-4,-8,4,0,7,-4,5,7,-1,6,6
COc1ccc(NC(=O)Nc2cnccn2)cc1,-36,0,7,-5,-11,-25,-52,-15,-1,-22,4
COc1ccc(CCNC(=O)C2CCCN2S(=O)(=O)c2ccc(F)cc2)cc1OC (centres undefined),10,-7,-2,0,-19,2,-19,-9,-8,-5,-2
CC1=C(C(=O)c2ccccc2)C(c2cccc([N+](=O)[O-])c2)NC(=S)N1 (centres undefined),-7,-8,7,9,-2,8,-41,7,-5,-8,-21
COc1ccccc1NS(=O)(=O)c1cc(C(=O)Nc2ccc(S(=O)(=O)Nc3onc(C)c3C)cc2)ccc1C,0,5,2,2,18,2,-5,-44,-8,-13,-9
CNC(=O)c1cc(C(=O)c2ccc(Cl)cc2)c[nH]1,-15,-3,3,-9,-21,-43,-21,-26,-7,-6,-71
O=C(Nc1nnc(C2CCCCC2)s1)C1CC(=O)N(c2ccccc2)C1 (centres undefined),-30,2,-4,5,-7,-5,-12,-20,-1,-13,9
CCC(=O)Nc1ccccc1N1CCN(S(C)(=O)=O)CC1,7,-17,-7,5,10,-14,1,10,-5,-3,-12
CCCCOc1ccc(C(O)C(CN2CCOCC2)c2ccccc2)cc1 (centres undefined),0,8,5,-1,-13,19,1,3,3,16,-1
CCOC(=O)C1CCN(C(=O)C2(NC(=O)NC3CCCCC3)CCCCC2)CC1,-10,-1,-4,-6,5,-15,2,-10,-4,2,11
CCC(=O)NC(=S)Nc1cccc(-c2nc3ncccc3o2)c1,-2,1,-10,21,13,-20,8,9,8,-12,-19
O=C(COC(=O)CCC(=O)c1cccs1)Nc1cccc(S(=O)(=O)N2CCOCC2)c1,4,-7,-2,-11,15,8,3,3,-8,4,0
CCOc1ccc(-c2nnc3sc(-c4ccccc4OC)nn23)cc1,18,14,4,-17,-25,2,4,-11,-7,2,-1
CCOc1ccc(CCNC(=O)c2nnn(CC(=O)Nc3ccc(OC)c(OC)c3)c2N)cc1OCC,23,2,-1,9,8,21,21,1,10,7,1
COc1cc(NS(=O)(=O)c2ccc(NC(=S)NC(=O)/C=C/c3ccco3)cc2)ncn1,8,/,-7,-3,-13,6,12,4,-16,1,-11
Cn1ccnc1C(=O)c1ccccc1Cl,11,-24,4,3,8,13,-19,24,-1,12,3
CC(=O)n1cc(/C=N/NC(=O)c2cccc(O)c2)c2ccccc21,-13,/,-16,0,-24,-34,-33,-23,2,7,-69
O=C(CSc1nnc(-c2ccccc2F)o1)NC1CCCCC1,2,16,-13,2,17,14,-6,7,3,-24,14
COc1ccccc1NC(=O)COC(=O)CNC(=O)C1CCCCC1,0,19,-11,5,-8,10,4,20,-12,-1,-8
COc1cc(CNC23CC4CC(CC(C4)C2)C3)ccc1OCc1ccccc1,-8,4,8,-43,9,-4,-5,7,-6,4,18
CNC(=S)Nc1cc(C)ccc1OC(F)F,8,-10,-8,2,-4,-1,2,5,-5,-3,-14
c1ccc2c(c1)NCCS2,-11,0,-13,-13,-9,47,-19,-15,1,-3,-3
O=C(CC1C(=O)NCCN1Cc1c(F)cccc1Cl)NC1CCCC1 (centres undefined),-18,18,4,6,17,0,0,-11,-4,-1,21
CC1CN(C(=O)C(C)Sc2nc3ccccc3s2)CC(C)O1 (centres undefined),7,6,0,-20,19,8,-1,11,-12,2,9
COc1ccc(CNC(=O)/C=C/c2ccco2)cc1OC,11,-12,8,1,17,-5,15,-4,4,-1,12

(more compounds)
molecule,COUP-TFII inh,Vif imaging,TLR9-MyD88 inh,EBV LMP1 NFkB,SRC3 inh,TROY NFkB inh,NCOA1 inh,LRH-1 inv ag,NOD2 RIPK2 PPI,C8 TRAIL sens,NCOA2 inhibitor
CCOC(=O)CSc1nnc(NC(=O)c2ccc3c(c2)OCO3)s1,-3,5,2,4,25,6,-9,2,3,70*,18
Cc1cc(C(=O)NCc2ccc(S(N)(=O)=O)cc2)ccc1[N+](=O)[O-],5,2,0,3,2,2,-10,-5,8,-6,-3
CCCn1c(SCC(=O)NCC(=O)Nc2ccc(F)c(F)c2F)nc2ccccc2c1=O,9,4,0,2,29,-2,9,22,-7,3,12
Cc1ccc2oc(C(=O)N3CCN(Cc4nccn4C)CC3)c(C)c2c1,-10,-3,10,6,19,-6,-8,5,-6,8,16
CC(=O)c1cc(-c2ccc(F)cc2)n(CCC(=O)Nc2cccnc2)c1C,-9,-11,-3,1,9,-4,1,-28,-8,-3,5
COC(=O)c1cc(NC2c3ccccc3C(=O)N2c2cccnc2)cc(C(=O)OC)c1 (centres undefined),-11,/,0,-5,9,-4,-2,9,9,-8,6
CC(C)(C)C1=C(C#N)C(c2ccc3c(c2)OCO3)C(C#N)=C(N)O1 (centres undefined),6,0,2,7,5,-8,8,14,-8,-22,-5
CCCOP(=O)(c1ccc(N(C)C)cc1)C(O)c1ccc(Cl)cc1Cl (centres undefined),5,-7,-9,-2,-13,1,-4,-14,11,18,-38
COC(=O)c1ccc(N2CCOCC2)c(NC(=O)c2ccc3c(c2)OCO3)c1,8,23,2,-5,8,-13,-23,14,-1,-12,-28
CCCCNC(=O)c1ccc(CS(=O)(=O)c2ccc(OC)cc2)o1,-1,0,-2,-1,4,-6,3,31,-2,-6,-11
CCn1cnc2c1c(=O)n(CC(=O)Nc1ccc3c(c1)OC(F)(F)O3)c(=O)n2Cc1ccccc1,11,-17,1,0,23,11,4,14,-2,-2,-9
C=CCNCC#CCOc1ccc(OC)cc1,-5,8,2,-10,17,-28,-4,-3,-3,-7,-33
O=C(NCCCN=C1NS(=O)(=O)c2ccccc21)c1ccc(S(=O)(=O)N2CCOCC2)cc1,/,-1,-4,13,17,2,-16,1,-5,-4,/
COc1ccc(-n2cc(-c3ccc(Cl)cc3)[nH]c2=S)cc1,-18,-4,1,-22,-34,-33,-32,-58,-11,-17,-74

Some of the compounds tested, so the mix of outcomes need not match the whole.
